Bioassay records: PubChem BioAssay, The Scripps Research Institute Molecular Screening Center
CHRM1 antagonist = blocks human M1 muscarinic receptor; P11229; CHO-K1 hM1, Fluo-8 calcium fluorescence, ACh EC80 antagonist; inhibition, % at 3 µM; actives 1.3% (n = 360,000); AID 588852;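 active = percent inhibition above its own plate's cutoff, namely the mean of that plate's compound wells plus 3 SD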;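 also: peak over basal fluorescence ratio during 140 s after agonist addition; 0% = ACh EC80 plus DMSO and 100% = DMSO alone without agonist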
M4 ag = CHRM4 agonism in calcium assay. P08173. CHO-K1 hM4/Gqi5, Fluo-8 calcium fluorescence; vehicle 0%, full acetylcholine response 100%. activation, % at 3 µM. actives 0.14% (n = 360,000). AID 624127;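 active = activation above the run mean over all test wells plus 3 SD, cut at about 32% in these data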;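 also: peak over basal fluorescence ratio per well then scaled between controls; 0% = DMSO wells and 100% = acetylcholine at EC100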
M5 ag = CHRM5 agonism in calcium assay; actives 0.19% (n = 360,000); activation, % at 3 µM; AID 624037; CHO-K1 hM5 cells, Fluo-8 calcium fluorescence; 0% DMSO wells, 100% maximal acetylcholine response;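 active = activation above the run's mean over test compounds plus 3 SD, cut at about 23% in these data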;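 also: signal is peak over basal fluorescence ratio across the kinetic read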
Target sequence (P08912 whole entry, looked up): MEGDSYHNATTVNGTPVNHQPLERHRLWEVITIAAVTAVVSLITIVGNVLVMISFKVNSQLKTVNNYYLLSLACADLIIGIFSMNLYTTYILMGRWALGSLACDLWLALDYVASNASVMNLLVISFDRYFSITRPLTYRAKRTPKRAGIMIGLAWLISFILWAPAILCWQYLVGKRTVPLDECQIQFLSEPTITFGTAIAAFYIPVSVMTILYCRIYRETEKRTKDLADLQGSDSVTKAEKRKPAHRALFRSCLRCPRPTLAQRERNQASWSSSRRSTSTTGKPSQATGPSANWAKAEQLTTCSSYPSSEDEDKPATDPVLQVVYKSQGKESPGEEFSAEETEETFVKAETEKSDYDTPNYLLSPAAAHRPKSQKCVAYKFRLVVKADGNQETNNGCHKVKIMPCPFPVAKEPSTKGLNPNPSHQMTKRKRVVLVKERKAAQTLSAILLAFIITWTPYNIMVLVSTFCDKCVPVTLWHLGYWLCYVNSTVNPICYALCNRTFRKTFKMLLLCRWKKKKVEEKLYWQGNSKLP
TAAR1 ag = human TAAR1 agonism; Q96RJ0; CHO RD-HGA16 TAAR1, Fluo-8 calcium fluorescence; vehicle wells 0%, saturating PEA agonist 100%; activation, % at 3 µM; actives 0.99% (n = 360,000);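 active = activation above the mean activation of all test compounds in the run plus 3 SD, cut at about 38% in these data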
Target sequence (Q96RJ0 whole entry, looked up): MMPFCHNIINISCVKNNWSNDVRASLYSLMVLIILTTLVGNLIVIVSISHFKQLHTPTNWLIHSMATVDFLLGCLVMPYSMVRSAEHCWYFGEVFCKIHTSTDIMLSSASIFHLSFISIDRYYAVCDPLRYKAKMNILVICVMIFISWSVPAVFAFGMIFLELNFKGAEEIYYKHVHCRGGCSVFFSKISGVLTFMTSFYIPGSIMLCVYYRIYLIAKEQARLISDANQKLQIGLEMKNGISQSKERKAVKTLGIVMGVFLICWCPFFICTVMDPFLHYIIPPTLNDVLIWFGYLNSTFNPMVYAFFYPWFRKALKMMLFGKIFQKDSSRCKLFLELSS
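Repeats: no replicates (n 1) | Material: CHO-derived RD-HGA16 cells with stable Gα16 and human TAAR1 | Technique: Kinetic Fluo-8 calcium fluorescence | Schedule: 17-24 h seeding, 75 min 37 °C dye, 30 min RT | Evaluation: % activation from peak over basal fluorescence ratio, DMSO-to-PEA scaled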
M1 PAM = potentiates human M1 receptor response to acetylcholine | P11229 | CHO-K1 hM1, Fluo-8 calcium fluorescence, ACh EC20; 0% = ACh EC20, 100% = maximal ACh | activation, % at 3 µM | actives 0.088% (n = 360,000) | AID 588819; in the data active = activation above about 19%, passing the limit was not always enough
M5 PAM = CHRM5 positive allosteric modulation. P08912. CHO-K1 hM5, Fluo-8 calcium, ACh EC20 PAM; 0% = ACh EC20, 100% = ACh EC100. activation, % at 3 µM. actives 0.3% (n = 360,000);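 active = activation above the run cutoff, the mean activation of all test compounds plus 3 SD, cut at about 18% in these data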
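Replicates: One well per compound, no replicates | System: Human M5 receptor in CHO-K1 cells | Benchmarks: Low control EC20 acetylcholine (0%), high control EC100 acetylcholine (100%) | Probe or stimulus: Acetylcholine, EC20 level | Times: Fluo-8 loading 80 min at 37 °C plus 30 min room temperature | Signal: Intracellular calcium via Fluo-8 fluorescence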
CHRM4 antagonist = blocks acetylcholine activation of human M4 receptor. P08173. CHO-hM4 cells, ACh EC80, Fluo-8 calcium fluorescence. inhibition, % at 3 µM. actives 0.73% (n = 360,000). AID 624125;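 active = inhibition above its plate's cutoff, the mean inhibition of sample wells plus 3 SD, cut at about 27% in these data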;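 also: 0% = acetylcholine EC80 with DMSO and 100% = DMSO without agonist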
M5 antag = blocks acetylcholine activation of human M5 receptor; P08912; CHO-hM5 cells, Fluo-8 calcium fluorescence, ACh EC80; inhibition, % at 3 µM; actives 0.59% (n = 360,000); AID 624040;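 active = inhibition above a per-plate cutoff, the mean of that plate's test compounds plus 3 SD, cut at about 27% in these data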;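 also: 0% = acetylcholine EC80 with DMSO and 100% = DMSO without agonist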
CHRM1 agonist = human M1 muscarinic receptor agonism. CHO-K1 hM1, Fluo-8 calcium fluorescence, agonist mode; 0% DMSO, 100% acetylcholine EC100. activation, % at 3 µM. actives 0.33% (n = 360,000). AID 588814;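 active = activation above the run's mean compound activation plus 3 SD, cut at about 16% in these data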;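 also: peak over basal fluorescence ratio within a 140 s kinetic read after compound addition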
Active calls of the source: *; x = not tested or not shown.

SMILES	CHRM1 antagonist	M4 ag	M5 ag	TAAR1 ag	M1 PAM	M5 PAM	CHRM4 antagonist	M5 antag	CHRM1 agonist
CCOC(=O)N1CCN(C(=O)C2CCCN(c3nc4ccc(OCC)cc4s3)C2)CC1 (stereo unspecified)	3	4	-1	-1	-3	-5	0	1	-11
CC1=[N+]([O-])C(C)(C)N(O)C1(C)C	-5	0	1	4	6	-4	4	12	-5
CN(CC1CCCN(CCc2ccc(Cl)cc2)C1)C(=O)C(=O)c1ccco1 (stereo unspecified)	44*	1	-10	0	-19	-1	11	9	-5
O=[N+]([O-])c1cccc(-c2csc(CS(=O)(=O)Cc3ccco3)n2)c1	2	4	3	2	4	3	11	-7	-2
C/C(CC(=O)N1CCN(C=O)CC1)=N\NC(=O)c1ccc([N+](=O)[O-])cc1	1	0	-1	0	11	-1	-2	0	-2
O=C(CSc1c2c(nc3ccccc13)CCC2)N1CCCC1	18	1	-11	0	-23	-4	10	-1	-11
Oc1ccc(N2CCN(Cc3cc4c(cc3Br)OCCO4)CC2)cc1	2	4	-3	6	-7	1	14	10	-8
Cc1cccc2sc(NS(C)(=O)=O)nc12	15	1	0	0	-8	-6	0	6	-5
Cc1cccc(NC(=O)c2nc[nH]c2C(=O)NCCN(CCNC(=O)c2[nH]cnc2C(=O)Nc2cccc(C)c2)CCNC(=O)c2[nH]cnc2C(=O)Nc2cccc(C)c2)c1	-14	2	2	1	7	2	2	0	-3
O=C(COC(=O)c1cc(S(=O)(=O)N2CCCC2)ccc1O)NCc1ccccc1	1	1	1	0	0	3	3	4	-3
CCn1c(SCc2ccccc2)nc2cc(OC)c(OC)cc2c1=O	-11	-1	-3	3	8	16	-19	-7	-3
COc1ccc(NC(=O)CSc2ccc3nnc(-c4ccccn4)n3n2)c(OC)c1	-8	1	-3	1	11	5	0	-5	-3
COc1cccc(-c2cnc(C(O)c3cc(C)ccc3C)[nH]2)c1 (stereo unspecified)	-8	4	4	9	2	-2	-9	0	5
Cn1c(SCC(=O)N2CCc3ccccc32)nnc1-c1ccc(S(=O)(=O)N2CCCC2)cc1	6	4	0	11	-7	1	-15	-13	-10
COc1ccc(NCC(=O)N2CCCC2)cc1Cl	3	0	2	1	1	8	1	3	-2
Oc1ccc2ccccc2c1/C=N/c1nccs1	13	0	-2	0	-1	-1	7	5	-2
Oc1ccc(/C=N/Nc2ccc(C(F)(F)F)cn2)cc1	-3	3	6	12	3	-4	-3	1	-2
Cc1ccccc1C(=O)Nc1cccc(NC(=O)c2ccc(-c3ccc(Br)cc3)o2)c1	-8	2	0	7	8	-5	5	8	-2
O=C(CCl)N(CCCNC(=O)C(F)(F)F)c1ccc([N+](=O)[O-])cc1	-1	0	2	1	2	1	4	-1	-3
CCCC(=O)N1CCN(c2ccc(NC(=O)C(C)(C)C)cc2)CC1	0	0	0	0	2	4	3	-3	-2
O=C(Cn1cnc2c(NC(=O)OCc3ccccc3)ncnc21)NCCN1CCOCC1	6	0	8	8	-1	3	1	0	-5
COc1ccc(S(=O)(=O)N2CCc3ccccc3C2)cc1	4	2	-6	-1	4	-2	-2	1	-4
CCN(CC)S(=O)(=O)c1cc(NC(=O)CN2C(=O)NC3(CCCc4ccccc43)C2=O)ccc1C (stereo unspecified)	-6	1	-3	-2	5	-8	2	15	-7
CC1CCN(CC(=O)Nc2cccc(Cl)c2)CC1	15	11	1	2	-6	-13	-5	13	-6
CSc1cc(N2CCOCC2)nc(-c2ccccc2Cl)n1	-10	0	4	7	6	-1	-6	0	-2

Remaining list, next part.
SMILES	CHRM1 antagonist	M4 ag	M5 ag	TAAR1 ag	M1 PAM	M5 PAM	CHRM4 antagonist	M5 antag	CHRM1 agonist
CCOC(=O)c1ccc(NC(=O)Nc2ccc3c4c(cccc24)C(=O)N3CC)cc1	7	1	3	5	-2	-1	-7	2	-2
O=C(Nc1ccn(Cc2ccccc2)n1)c1cccc(Cn2cc([N+](=O)[O-])cn2)c1	-3	6	2	7	3	-7	-8	-4	-8
COc1ccc(/C=N\NC(=O)c2ccccc2OC)cc1COc1ccccc1C	7	6	-3	0	-3	-2	-11	-1	-3
CCCC(C)C(=O)Nc1ccncc1 (stereo unspecified)	-11	1	0	10	9	0	-1	-2	-4
CC(=O)c1ccc(N=C2NC(=O)C(CO)(CO)S2)cc1	-12	2	0	2	3	0	-1	4	-3
O=C(Nc1ncc(Cc2ccccc2Cl)s1)c1ccc(-c2cccc([N+](=O)[O-])c2)o1	2	0	1	1	-4	0	1	4	-7
C/C(Cc1ccccc1)=N\NC(=O)C1CCCCC1	-1	0	-2	2	1	-3	1	-2	-5
O=C(c1ccc(-c2ccc(Cl)cc2)o1)N1CCN(c2ccc([N+](=O)[O-])cc2Cl)CC1	16	8	2	6	-2	-4	7	11	0
CCOC(=O)C1=CN(CC)S(=O)(=O)NC1c1ccc2ccccc2c1 (stereo unspecified)	15	2	0	0	-12	0	-11	3	-3
CC(C)(C)c1ccc(COC(=O)CNC(=O)CNC(=O)Cc2ccccc2)cc1	-2	6	0	-1	4	-10	-12	3	-4
CCS(=O)(=O)c1ccc(O)c(NC(=O)Nc2ccc(C(C)(C)C)cc2)c1	-16	0	-1	2	14	-2	3	6	1
Cc1cccc(C(C)C)c1NC(=O)COC(=O)Cc1ccsc1	-6	0	-2	3	5	-5	-4	5	-5
COc1ccccc1C1=CC(=O)CC(C)(C)C1=O	-4	1	5	2	6	2	12	-6	-4
COc1cccc(-c2nc(S(=O)(=O)c3ccccc3)c(N3CCOCC3)o2)c1	-9	1	-1	10	3	-2	1	5	-6
CN(C(=O)COc1ccccc1)c1ccc([N+](=O)[O-])cc1	-9	0	0	3	1	-2	-7	2	-5
COc1cc(S(=O)(=O)n2ccc(C)n2)c(C)cc1C	0	-1	0	-2	0	0	4	4	-5
CN(Cc1cccs1)C(=O)COc1ccc(-c2nnco2)cc1	-8	1	-5	4	7	-2	-12	-1	-2
CCOC(=O)c1[nH]ncc1CN1CCc2ccc(NC(=O)C3CCCO3)cc2C1 (stereo unspecified)	-10	-1	-3	1	9	5	-1	-9	-5
Cc1oc(-c2ccccc2F)nc1CS(=O)(=O)CC(=O)NCCN1CCCC1	-8	2	-6	1	4	-3	1	-4	-5
COc1ccc(-n2c(=O)[nH]cc(C(=O)N3CCCc4ccccc43)c2=O)cc1	10	2	-1	5	-1	0	-6	1	-2
O=C(c1ccc(Cl)cc1)N1CCN(c2ncccn2)CC1	-5	2	-1	-1	5	2	-13	1	-4
O=C(COc1ccc(S(=O)(=O)N2CCOCC2)cc1)NC1CCCCC1	20	3	2	-1	-10	-2	5	4	-2
c1ccc(C[C@H]2CN=C(Nc3ccccc3)N2CCCC2CCCC2)cc1	22	11	-5	x	-13	-7	-9	1	-8
COC(=O)CSCC(=O)Nc1cc2c(cc1C(C)=O)OCO2	-14	0	-1	4	7	4	4	-3	-1
COc1cc(/C=N/n2c(C)nc3ccccc3c2=O)ccc1O	-3	0	-3	7	2	-1	-11	0	-3

Additional structures follow:
SMILES	CHRM1 antagonist	M4 ag	M5 ag	TAAR1 ag	M1 PAM	M5 PAM	CHRM4 antagonist	M5 antag	CHRM1 agonist
O=C(CN(C(=O)CNC(=O)c1cccs1)c1ccc2c(c1)OCCO2)NC1CCCC1	-6	1	3	0	4	-3	0	1	0
Cn1cnc2c1c(=O)n(Cc1ccccc1C#N)c(=O)n2C	-8	1	-1	-1	8	4	-2	3	-2
Cc1ccc(-n2nc(C)c3c(C)cc(=O)[nH]c32)cc1	-1	-1	0	3	2	-2	11	-4	-1
COc1ccc(C)cc1NC(=O)CN1CCN(C/C=C/c2ccccc2)CC1	-6	-1	-7	12	7	-3	-2	-3	-5
O=C(/C=C/c1ccccc1)Nc1sc2c(c1C(=O)O)CCC2	-17	-1	-5	-2	13	-3	0	2	-5
CCCc1nc2cc(Cl)c([N+](=O)[O-])cc2o1	10	10	6	-1	-5	-9	1	14	-2
Cc1cc(Cl)ccc1OCC(=O)Nc1ccc(CN2CCOCC2)cc1	13	12	-1	7	-14	-9	-7	9	-5
CC(=O)Nc1cc(NC(C)=O)c(CC(C)C)s1	-17	1	1	1	2	2	3	-6	-1
CC(C)(C)c1ccc(C(=O)C2CCCN(C(=O)CN3CCCC3=O)C2)cc1 (stereo unspecified)	-15	2	1	3	11	-2	-2	3	-9
CC(C)(C)NC(=O)CN(Cc1ccc2c(c1)OCO2)C(=O)CCC(=O)Nc1nccs1	10	9	-4	12	-4	-17	-2	23	-6

Shown as a markdown table: part of the list above.
| canonical_smiles | CHRM1 antagonist | M4 ag | M5 ag | TAAR1 ag | M1 PAM | M5 PAM | CHRM4 antagonist | M5 antag | CHRM1 agonist |
| --- | --- | --- | --- | --- | --- | --- | --- | --- | --- |
| COc1ccc(-n2c(=O)[nH]cc(C(=O)N3CCCc4ccccc43)c2=O)cc1 | 10 | 2 | -1 | 5 | -1 | 0 | -6 | 1 | -2 |
| O=C(c1ccc(Cl)cc1)N1CCN(c2ncccn2)CC1 | -5 | 2 | -1 | -1 | 5 | 2 | -13 | 1 | -4 |
| O=C(COc1ccc(S(=O)(=O)N2CCOCC2)cc1)NC1CCCCC1 | 20 | 3 | 2 | -1 | -10 | -2 | 5 | 4 | -2 |
| c1ccc(C[C@H]2CN=C(Nc3ccccc3)N2CCCC2CCCC2)cc1 | 22 | 11 | -5 | x | -13 | -7 | -9 | 1 | -8 |
| COC(=O)CSCC(=O)Nc1cc2c(cc1C(C)=O)OCO2 | -14 | 0 | -1 | 4 | 7 | 4 | 4 | -3 | -1 |
| COc1cc(/C=N/n2c(C)nc3ccccc3c2=O)ccc1O | -3 | 0 | -3 | 7 | 2 | -1 | -11 | 0 | -3 |
| O=C(CN(C(=O)CNC(=O)c1cccs1)c1ccc2c(c1)OCCO2)NC1CCCC1 | -6 | 1 | 3 | 0 | 4 | -3 | 0 | 1 | 0 |
| Cn1cnc2c1c(=O)n(Cc1ccccc1C#N)c(=O)n2C | -8 | 1 | -1 | -1 | 8 | 4 | -2 | 3 | -2 |
| Cc1ccc(-n2nc(C)c3c(C)cc(=O)[nH]c32)cc1 | -1 | -1 | 0 | 3 | 2 | -2 | 11 | -4 | -1 |
| COc1ccc(C)cc1NC(=O)CN1CCN(C/C=C/c2ccccc2)CC1 | -6 | -1 | -7 | 12 | 7 | -3 | -2 | -3 | -5 |
| O=C(/C=C/c1ccccc1)Nc1sc2c(c1C(=O)O)CCC2 | -17 | -1 | -5 | -2 | 13 | -3 | 0 | 2 | -5 |
| CCCc1nc2cc(Cl)c([N+](=O)[O-])cc2o1 | 10 | 10 | 6 | -1 | -5 | -9 | 1 | 14 | -2 |
| Cc1cc(Cl)ccc1OCC(=O)Nc1ccc(CN2CCOCC2)cc1 | 13 | 12 | -1 | 7 | -14 | -9 | -7 | 9 | -5 |

Some of the compounds tested (hit frequency here may not be typical).
